Compound activity from PubChem BioAssay.
G6PDH CS: L. mesenteroides G6PDH inhibition counter-screen; Purified L. mesenteroides G6PDH, diaphorase/resazurin coupled fluorescence, 45 min; inhibition, % at 5 µM; actives 0.12% (n = 200,000); AID 1020; in the data active means inhibition above about 50%
FLuc stim CS: firefly luciferase counter-screen for stimulation assays | activation factor at 10 µM | ATPlite luciferase biochemical, luminescence, 10 min; 0 = ATP-free wells, 1 = DMSO control | P08659 | 200,000 tested, under 10 active;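 active means luciferase activation factor, scaled between plate controls, of at least 2 with compound at 10 µM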
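Material: Luciferase/luciferin reagent mix | Doses: Test compounds dosed from 2 mM stocks in 100% DMSO | Timing: 10 min incubation after luciferase reagent addition, room temperature | Measured by: Luminescence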
Diaph inh CS: diaphorase inhibition or chemical oxidation counter-screen; diaphorase resazurin-to-resorufin fluorescence, NADH, 16 min; bacterial (C. kluyveri) enzyme, not human; actives 0.69% (n = 190,000); inhibition, % at 20 µM;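 active means primary screen inhibition at 20 µM above a set limit, cut at about 50% in these data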;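 further: plate controls were DMSO with full reaction for no effect and wells lacking NADH for full effect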
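Assay system: diaphorase enzyme from Clostridium kluyveri; Input: enzyme working solution with 0.14 U/mL diaphorase; Timing: 16 min at room temperature; Technique: resorufin fluorescence, excitation 544 nm, emission 590 nm; Benchmarks: positive control minus NADH, DMSO neutral control.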
PMI act: increases human mannose-6-phosphate isomerase activity. P34949. purified human PMI, coupled resazurin fluorescence, 20 min; stronger effect = higher value; 1 = vehicle control, 0 substrate-free wells. activation factor at 20 µM. actives 0.005% (n = 190,000). AID 1214;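 active means activation factor of 2 or more at 20 µM, relative to plate controls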
Target sequence (P34949 whole entry, looked up): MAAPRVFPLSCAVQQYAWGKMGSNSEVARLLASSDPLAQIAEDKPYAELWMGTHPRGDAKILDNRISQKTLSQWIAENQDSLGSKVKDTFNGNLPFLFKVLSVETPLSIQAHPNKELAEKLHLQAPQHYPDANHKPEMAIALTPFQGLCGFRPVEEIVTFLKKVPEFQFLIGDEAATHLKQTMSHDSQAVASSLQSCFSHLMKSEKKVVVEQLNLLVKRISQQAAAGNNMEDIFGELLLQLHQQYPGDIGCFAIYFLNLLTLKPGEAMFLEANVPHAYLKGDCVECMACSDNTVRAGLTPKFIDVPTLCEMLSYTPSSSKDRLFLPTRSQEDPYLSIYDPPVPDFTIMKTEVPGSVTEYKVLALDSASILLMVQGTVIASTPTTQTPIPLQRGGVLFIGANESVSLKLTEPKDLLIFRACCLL
PMI act hi M6P: activators of human phosphomannose isomerase at near-saturating mannose 6-phosphate; P34949; coupled PMI enzyme assay, resazurin fluorescence, 20 min; stronger effect = higher value; 1 = untreated enzyme, 0 = substrate-free blank; activation factor at 20 µM; actives 0.34% (n = 190,000); AID 1216;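 active means activation factor of 2 or more at 20 µM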
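Test system: human phosphomannose isomerase with PGI, G6PDH, diaphorase coupling enzymes / Doses: 20 µM compound, 1% DMSO / Times: enzyme reaction with compound 20 min at room temperature / Measured by: Diaphorase-driven resazurin-to-resorufin fluorescence, excitation 544, emission 590 nm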
HMGR II inh: E. faecalis class II HMG-CoA reductase inhibition | purified E. faecalis HMGR, NADPH absorbance 340 nm kinetic | inhibition, % at 10 µM | actives 0.41% (n = 190,000) | AID 1066;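 active means inhibition above a set limit, the median over all tested compounds plus 3 SD, cut at about 9.5% in these data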;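 further: enzyme runs in reverse so mevalonate oxidation gives rising NADPH absorbance; 0% = complete reaction with DMSO and 100% = background rate lacking mevalonate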
TNAP inh hiacc: TNAP (human) inhibition, high acceptor | P05186 | purified TNAP, CDP-star luminescence, 1 M DEA | inhibition, % at 20 µM | actives 0.03% (n = 200,000) | AID 1135;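 active means over 50% inhibition of tissue-nonspecific alkaline phosphatase at 20 µM in the single-dose screen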;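 further: plate controls were DMSO wells for no effect and EDTA-quenched wells as full inhibition for full effect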
Target sequence (P05186 whole entry, looked up): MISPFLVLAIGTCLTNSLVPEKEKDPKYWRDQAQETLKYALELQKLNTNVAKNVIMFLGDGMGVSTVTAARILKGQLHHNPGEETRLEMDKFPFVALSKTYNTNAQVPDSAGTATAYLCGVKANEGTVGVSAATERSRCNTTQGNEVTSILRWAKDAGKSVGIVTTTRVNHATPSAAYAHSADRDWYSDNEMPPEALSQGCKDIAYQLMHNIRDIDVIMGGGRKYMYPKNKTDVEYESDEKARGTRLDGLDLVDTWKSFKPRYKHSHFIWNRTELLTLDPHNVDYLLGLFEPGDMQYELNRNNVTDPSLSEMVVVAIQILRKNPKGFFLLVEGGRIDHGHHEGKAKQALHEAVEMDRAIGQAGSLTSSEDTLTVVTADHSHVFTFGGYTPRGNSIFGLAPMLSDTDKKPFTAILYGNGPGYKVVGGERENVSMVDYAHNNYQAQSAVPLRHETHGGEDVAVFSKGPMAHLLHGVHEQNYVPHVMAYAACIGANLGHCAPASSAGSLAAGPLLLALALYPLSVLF
TNAP inh noacc: inhibitors of human TNAP without phosphate acceptor | purified TNAP, CDP-star luminescence, 30 min | inhibition, % at 20 µM | actives 0.26% (n = 200,000) | AID 1012;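 active means tissue-nonspecific alkaline phosphatase inhibition above about 50% at 20 µM in the single-dose screen, limit read from the data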;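 further: 0% = DMSO negative control and 100% = EDTA positive control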
Diaphorase act: counter-screen for diaphorase-based assays: diaphorase activators and chemical reducers | Diaphorase/resazurin coupled assay, resorufin fluorescence, 16 min; stronger effect = higher value; 1 = vehicle wells, 0 = NADH-free wells | activation factor at 20 µM | actives 0.005% (n = 190,000) | AID 1229;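 active means diaphorase activity raised at least twofold by the compound at 20 µM; inactive means activation factor below 2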
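Assay system: Purified diaphorase enzyme from Clostridium kluyveri | Amount: Enzyme 0.07 U/mL final | Dosing: Compound 20 µM once, DMSO 1% | Timing: 16 min reaction at room temperature | Detection: Fluorescence, excitation 544 nm and emission 590 nm | Evaluation: Higher resorufin formation from activation or reduction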
TNAP act hiacc: increases human TNAP activity under high phosphate acceptor concentration. P05186. purified TNAP, CDP-star luminescence, 1 M DEA, 30 min; stronger effect = higher value; 0 = EDTA background, 1 = DMSO-only activity. activation factor at 20 µM. 200,000 tested, under 10 active. AID 1136;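 active means activation factor at least 2 at 20 µM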
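system = human TNAP | amount = enzyme diluted 1/800 final | reagent = 100 µM CDP-star substrate | signal = luminescent substrate turnover signal | dosing = one dose, 20 µM | benchmarks = EDTA negative control, DMSO positive control | measure = activation factor | timing = 30 min reaction, room temperature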
Starred values were filed as active, the others as inactive; nt = no result given. Hits appear at their usual frequency. About 1.7% of those tested had a hit in this group.

SMILES | G6PDH CS | FLuc stim CS | Diaph inh CS | PMI act | PMI act hi M6P | HMGR II inh | TNAP inh hiacc | TNAP inh noacc | Diaphorase act | TNAP act hiacc
O=C(NCc1ccncc1)c1cc2ccccc2nc1Cl | 1.8 | 1 | 8.6 | 1.2 | 1 | -3.4 | -2.3 | -15.3 | 0.9 | 1
c1ccc2oc(-c3[nH]ncc3CN3CCC(N4CCSCC4)CC3)cc2c1 | -0.2 | 1 | -20.2 | 1.1 | 1.1 | -7.0 | -3.7 | -4.5 | 1.2 | 1
O=C(CSc1ncn[nH]1)Nc1cc(S(=O)(=O)N2CCCC2)ccc1Cl | -0.6 | 1.1 | 4.0 | 0.9 | 1 | -2.2 | -1.3 | -6.3 | 1 | 1
CCc1cc2c(=O)c(Oc3ccccc3)c(C)oc2cc1O | -0.4 | 1 | 14.5 | 0.9 | 0.9 | 0.9 | -6.4 | -15.9 | 0.9 | 1.1
COc1ccc(C/C(N)=N/O)cc1 | 5.6 | 1 | 6.7 | 1 | 1 | -5.0 | -3.9 | -6.5 | 0.9 | 1
COCCCNC(=O)/C(C#N)=C/c1ccc(OCC(=O)O)c(OC)c1 | 9.1 | 1 | 27.2 | 1 | 0.9 | -4.6 | 3.6 | 7.8 | 0.7 | 1
N#C/C(=C\c1cccs1)C(=O)NCc1ccccc1 | -4.8 | 1 | 6.0 | 1 | 1.1 | -1.1 | -0.1 | -1.9 | 0.9 | 1
O=C(c1ccc2c(c1)OCO2)[C@@H]1[C@@H]2C(=O)N(C3CCCCC3)C(=O)[C@@H]2C2c3ccccc3C=CN21 (stereo partly specified) | 26.8 | 1 | -5.1 | 1.5 | 1.3 | -4.1 | -6.6 | -6.0 | 1.1 | 1.1
CCN(CC)Cc1c(C(=O)OC)nnn1-c1nonc1N | 14.0 | 1.1 | 9.5 | 1 | 1.1 | -5.4 | -2.0 | -8.6 | 0.9 | 1
Cc1nc2c([nH]c3ccccc32)c(=O)n1N | 4.8 | 1 | 14.9 | 0.9 | 0.9 | -2.8 | -3.4 | -10.3 | 0.9 | 1
C=CCOc1ccc(/C(CC)=N/O)cc1OC | 2.2 | 1 | 8.4 | 1 | 1 | -2.5 | 0.6 | -6.9 | 0.9 | 1
C/C(=N/NC(=O)C1CC1(c1ccccc1)c1ccccc1)c1ccco1 (stereo unspecified) | 3.8 | 1.1 | 25.6 | 0.9 | 0.9 | -2.2 | -5.4 | -5.2 | 0.7 | 1.1
Cc1ccc(NCCC(=O)c2ccc(Cl)cc2)cc1C | 7.5 | 1 | 5.1 | 1 | 1 | -6.2 | 0.4 | -9.6 | 0.9 | 1
Cc1ccc(CNC(=O)C(Cc2ccccc2)NS(=O)(=O)c2cccs2)cc1 (stereo unspecified) | 15.6 | 1.1 | 24.5 | 0.9 | 0.9 | -2.8 | -6.1 | -12.1 | 0.8 | 1.1
CC(C)COP(=O)(OCC(C)C)C(O)c1ccccc1F (stereo unspecified) | 8.0 | 1.1 | -1.1 | 1.1 | 1.1 | -4.6 | 2.1 | -2.4 | 1 | 1
CCCn1cnc2c(c1=O)c1nc3ccccc3nc1n2CCC1=CCCCC1 | 7.1 | 1.1 | 6.2 | 1.1 | 1 | -2.4 | -7.3 | 4.9 | 0.9 | 1.1
COc1ccc(OC)c(CNn2c(-c3cccc(C)c3)nc3ccccc3c2=O)c1 | 3.3 | 1.1 | 16.8 | 0.9 | 1 | -4.7 | -1.7 | -7.2 | 0.8 | 1
O=C(NCCCn1ccnc1)C(=O)NCC(c1cccnc1)N1CCN(c2ccc(F)cc2)CC1 (stereo unspecified) | 21.1 | 1 | 8.9 | 0.9 | 0.9 | -2.3 | -0.9 | 0.8 | 0.9 | 1
Cn1cc(C(=O)c2cccc(Cl)c2)cc1C#N | 0.6 | 1 | 3.9 | 1 | 1 | -5.7 | -3.2 | -9.3 | 1 | 1
O=C(Nc1ccccc1C(=O)NCc1cccnc1)c1ccco1 | 5.7 | 1 | -0.6 | 1.1 | 1.2 | -1.1 | -2.7 | -11.7 | 1 | 1
Cc1ccc(N2C(=O)[C@@H]3[C@H](C2=O)C2c4ccccc4C=CN2[C@@H]3C(=O)c2ccco2)c(C)c1 (stereo partly specified) | 32.4 | 1.1 | 21.4 | 1.3 | 1.1 | nt | 0.0 | -2.4 | 0.8 | 1
Cc1cc(Cl)ccc1OCC(=O)NC(=S)Nc1ccccc1N1CCOCC1 | 0.5 | 1 | 9.7 | 0.9 | 0.9 | 4.2 | -3.3 | -4.5 | 0.9 | 1
O=C1CCCN1CCCNS(=O)(=O)c1ccc(Br)cc1 | 9.8 | 1.1 | 16.9 | 0.9 | 0.9 | -2.8 | -7.8 | -14.4 | 0.8 | 1.1
FC(F)(F)c1cnc(Oc2ccccc2-c2nnco2)c(Cl)c1 | -5.8 | 1.1 | 9.9 | 1 | 1.1 | -4.2 | -2.0 | -7.9 | 0.9 | 1
O=C1OCc2cccc([N+](=O)[O-])c21 | 14.4 | 1 | 2.8 | 0.9 | 1 | 0.6 | -7.5 | -7.2 | 1 | 1.1
CC(=O)c1ccc(N2CCN(C(=O)c3cc4c(s3)CCCC4)CC2)cc1 | 2.3 | 0.9 | 9.6 | 1 | 1 | 0.2 | -1.7 | -3.0 | 0.9 | 1
c1ccc(CCC2=NCCn3cccc32)cc1 | 3.9 | 1.1 | 14.8 | 1 | 1 | -2.2 | -5.6 | -1.2 | 0.9 | 1.1
CCCCn1c(=O)c(C(=O)OCC)c(O)c2ccccc21 | 0.3 | 1 | 10.5 | 1 | 1 | -3.4 | -5.2 | -6.9 | 0.9 | 1.1
CCc1nnc(NC(=O)CSc2nc3cccnc3n2Cc2ccccc2)s1 | -5.5 | 1 | -2.4 | 1.1 | 1.1 | -12.7 | 5.8 | -0.8 | 1 | 0.9
COc1cc(NC(=O)c2ccccc2)c(OC)cc1NC(C)=O | 2.5 | 1 | 12.9 | 0.8 | 0.9 | 5.4 | 2.8 | -5.5 | 0.9 | 1

3 entries from above in a different format:
Screens in order – G6PDH CS | FLuc stim CS | Diaph inh CS | PMI act | PMI act hi M6P | HMGR II inh | TNAP inh hiacc | TNAP inh noacc | Diaphorase act | TNAP act hiacc
O=C(Nc1ccccc1C(=O)NCc1cccnc1)c1ccco1
    5.7 | 1 | -0.6 | 1.1 | 1.2 | -1.1 | -2.7 | -11.7 | 1 | 1
Cc1ccc(N2C(=O)[C@@H]3[C@H](C2=O)C2c4ccccc4C=CN2[C@@H]3C(=O)c2ccco2)c(C)c1 (stereo partly specified)
    32.4 | 1.1 | 21.4 | 1.3 | 1.1 | nt | 0.0 | -2.4 | 0.8 | 1
Cc1cc(Cl)ccc1OCC(=O)NC(=S)Nc1ccccc1N1CCOCC1
    0.5 | 1 | 9.7 | 0.9 | 0.9 | 4.2 | -3.3 | -4.5 | 0.9 | 1

Further entries follow.
SMILES | G6PDH CS | FLuc stim CS | Diaph inh CS | PMI act | PMI act hi M6P | HMGR II inh | TNAP inh hiacc | TNAP inh noacc | Diaphorase act | TNAP act hiacc
Cc1ccccc1NS(=O)(=O)c1ccc(OCC(=O)N2CCCCC2)cc1 | 1.8 | 1.1 | 12.1 | 1 | 1 | -5.1 | -6.7 | -12.7 | 0.9 | 1.1
Cc1[nH][nH]c(=O)c1N=Nc1ccccc1C#N | 4.9 | 1 | 7.1 | 1.1 | 1 | 1.2 | 20.7 | 15.3 | 0.9 | 0.8
COc1cccc(C(=O)Cn2c(=N)n(C)c3ccccc32)c1 | 0.6 | 0.7 | 10.4 | 1.2 | 1.2 | -5.2 | -8.9 | -10.8 | 0.9 | 1.1
Cc1cc(C(=O)Nc2ncc(C)s2)c2ccccc2n1 | 9.2 | 1 | -12.8 | 1 | 1 | 3.8 | -3.9 | 3.1 | 1.1 | 1
Cc1ccc(C2NC(=O)NC(O)(C(F)(F)F)C2C(=O)c2ccccc2)o1 (stereo unspecified) | 12.8 | 1 | 1.2 | 1.2 | 1.2 | -2.2 | -1.5 | -8.0 | 1 | 1
COc1ccccc1NC(=O)C(=O)N/N=C/c1ccc([N+](=O)[O-])s1 | 4.9 | 1 | -9.5 | 1.3 | 1 | -1.2 | 15.1 | 0.4 | 1.1 | 0.8
CCOC(=O)c1sc(NC(=O)c2sccc2C)cc1C | 2.7 | 0.5 | 17.5 | 0.9 | 0.9 | -1.0 | -3.4 | -10.1 | 0.8 | 1
Cc1cc(C(=O)COC(=O)Cc2n[nH]c(=O)c3ccccc23)c(C)n1-c1ccc2c(c1)OCCO2 | -6.7 | 1 | 19.1 | 0.9 | 0.8 | -8.7 | 0.6 | -8.6 | 0.8 | 1
Cc1cccc(NC(=S)N(CCN(C)C)C(C)c2ccccn2)c1 (stereo unspecified) | 5.7 | 1.1 | 8.4 | 1.1 | 1 | -7.2 | -1.9 | -0.8 | 0.9 | 1
O=C(NC1CCCCC1)N1CCN(Cc2ccco2)CC1 | 4.1 | 1 | 4.0 | 1 | 1.1 | 0.6 | -5.7 | -12.4 | 1 | 1.1
O=C1OC(/C(=C\NCc2ccccc2)[N+](=O)[O-])c2ccccc21 (stereo unspecified) | 3.2 | 1 | 3.2 | 0.9 | 1 | -2.4 | 0.2 | -11.9 | 1 | 1
CC(C)CCNC(=O)C1CCCCN1S(=O)(=O)c1ccc(F)cc1 (stereo unspecified) | 7.2 | 1 | 7.2 | 1 | 1.1 | 0.5 | 1.9 | -5.0 | 0.9 | 1
CC(=O)Nc1nc(C(=O)Nc2c(C)n[nH]c2C)cs1 | 5.2 | 1 | -11.0 | 1.1 | 1 | -6.1 | -2.2 | -8.5 | 1.1 | 1
CCN(CCCNc1ncnc2nc[nH]c12)c1cccc(C)c1 | -19.6 | 1 | 23.7 | 0.9 | 0.8 | 0.5 | -3.7 | -127.0 | 0.8 | 1
COc1ccc(NC(=O)CN(C)S(=O)(=O)c2ccc3c(c2)OCCO3)c2ncccc12 | 1.3 | 1.1 | 25.7 | 1.1 | 0.8 | 2.0 | -6.7 | -5.9 | 0.7 | 1.1
Cc1nn(CCC(=O)O)c(C)c1C | 11.4 | 1.1 | 4.1 | 1.1 | 1 | -2.5 | -3.4 | -9.8 | 1 | 1
COc1ccc(C(=O)Nc2ccc(S(=O)(=O)N3CCCC3)cc2)c(OC)c1 | 3.3 | 1.1 | 21.7 | 1 | 1 | -1.9 | -7.7 | -12.0 | 0.8 | 1.1
Cc1ccc(N2CCC(N3CCN(C4CCCCC4)C(CCO)C3)CC2)cc1 (stereo unspecified) | 5.8 | 1.1 | 9.4 | 0.9 | 0.9 | 3.5 | -8.6 | -11.3 | 0.9 | 1.1
